E-selectin induc: induces E-selectin expression in human endothelial cells. P16581. HUVEC E-selectin immunofluorescence imaging; normalized: neutral wells 0, TNF-alpha wells 100. activation, % at 7.58 µM. 0.37% of 260,000 active. AID 686992;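 active = mean E-selectin-positive cell signal at least 10% of the positive control, reached in at least 60% of replicates, without over 20% cell loss; inconclusive = no rule given, readout overlaps actives, possibly toxicity-flagged; inactive = the rest, including those meeting only one limit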;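 note: in these data hits start at about 27%; measured in HUVEC primary endothelial cells; signal is the percent of cells scored E-selectin positive by PE staining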
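System: HUVEC, human umbilical vein endothelial cells; quantity: 3,000 cells/well; buffer or medium: EGM-2 medium, gelatin-coated wells; dosing: single-point compound dose; detection: immunofluorescence imaging; evaluation: % PE-positive cells; benchmarks: TNF-alpha, DMSO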
RAD54 branch: blocks human RAD54 Holliday junction branch migration. Q92698. FAM/BHQ fluorescence. inhibition, % at 10.4 µM. 0.14% of 360,000 active. AID 602329;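 active = mean normalized replicate activity at least 40 and at least half of replicates scoring 40 or more; inconclusive = only one of the two criteria met; inactive = mean below 40 and under half of replicates reaching 40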;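 note: 0% = median of neutral control wells and 100% = median of positive control wells; inhibitors cause a drop in the FAM fluorescence signal; in these data hits start at about 50%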
CASP6 VEID inh: inhibitors of human caspase-6. AID 686996. 0.53% of 350,000 active. purified caspase-6, Z-VEID-R110 cleavage fluorescence. P55212. inhibition, % at 12.5 µM;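 active = mean inhibition across replicates at least about 35%, with every replicate also reaching that limit, limit read from the data; inconclusive = only one of the two criteria met; inactive = neither criterion met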;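 note: 0% = median of neutral control wells and 100% = no fluorescence left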
Target sequence (P55212 24-179 limits assumed): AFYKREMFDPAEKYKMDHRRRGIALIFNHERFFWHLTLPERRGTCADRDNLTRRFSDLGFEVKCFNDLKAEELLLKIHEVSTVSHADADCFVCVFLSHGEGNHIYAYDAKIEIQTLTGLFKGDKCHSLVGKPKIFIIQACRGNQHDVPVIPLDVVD
Target sequence (P55212 194-293 limits assumed): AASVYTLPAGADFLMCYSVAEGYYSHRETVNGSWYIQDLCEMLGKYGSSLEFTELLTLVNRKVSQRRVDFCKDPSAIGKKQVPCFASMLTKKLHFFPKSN
RAD52 inh: RAD52 (human) annealing inhibition | P43351 | recombinant RAD52 DNA annealing, FRET fluorescence | inhibition, % at 18.7 µM | 0.46% of 360,000 active;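 active = every replicate showing at least 50% inhibition; inconclusive = mean inhibition at least 50% but not in every replicate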
Target sequence (P43351 whole entry, looked up): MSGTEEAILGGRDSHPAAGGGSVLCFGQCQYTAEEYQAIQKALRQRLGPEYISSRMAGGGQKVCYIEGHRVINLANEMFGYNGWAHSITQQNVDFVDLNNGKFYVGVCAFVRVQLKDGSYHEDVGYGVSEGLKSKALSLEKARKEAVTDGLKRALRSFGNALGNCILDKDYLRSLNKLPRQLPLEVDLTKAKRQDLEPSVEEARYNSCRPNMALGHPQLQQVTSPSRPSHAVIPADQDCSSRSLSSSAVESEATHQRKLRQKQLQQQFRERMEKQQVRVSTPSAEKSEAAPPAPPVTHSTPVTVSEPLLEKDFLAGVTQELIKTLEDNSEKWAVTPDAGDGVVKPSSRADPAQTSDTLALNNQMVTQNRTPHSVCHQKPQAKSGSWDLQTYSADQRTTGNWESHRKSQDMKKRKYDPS
ARNT-TACC3 inh: disruptors of human ARNT/TACC3 interaction | Q9Y6A5 | AlphaScreen His-ARNT PAS-B/GST-TACC3 binding, luminescence; TACC3 fragment carries E629A point mutation | inhibition, % at 9.99 µM | 0.66% of 390,000 active;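 active = mean inhibition of replicates at least 50% and at least half of replicates each reaching 50%; inconclusive = half or more replicates reach 50% but mean below 50%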;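 note: 0% = complete ARNT plus TACC3 wells and 100% = ARNT alone without TACC3; many hits fall short of the cut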
esBAF inh: blocks esBAF chromatin remodeling in mouse ES cells | reporter increase, % at 12.5 µM | 2% of 350,000 active | Bmi1-luciferase knock-in reporter, 24 h; 100% = twice the neutral-well signal | AID 602393; in the data active = activation above about 40%; inconclusive = no clear call, values can overlap the other calls;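 note: 0% = median of the plate's neutral control wells and 100% = double that signal; a rise in the Bmi1 reporter signal indicates esBAF inhibition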
ERp5 inh: blocks human ERp5 reductase activity on insulin | Q15084 | ERp5 insulin aggregation, absorbance 650 nm, 90 min | inhibition, % at 9.99 µM | 0.05% of 350,000 active;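 active = mean replicate inhibition above about 25%, with every replicate also reaching it, limit read from the data, passing the limit was not always enough; inconclusive = only one of those two criteria met; inactive = neither criterion met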
PglD inh: PglD (C. jejuni) enzyme inhibition. purified PglD enzyme, DTNB colorimetric CoA detection. inhibition, % at 12.5 µM. 0.098% of 360,000 active. AID 602405; in the data active = inhibition above about 16%, passing the limit was not always enough; inconclusive = no clear call, values can overlap the other calls; note: strong numbers were not always called active
Starred values were filed as active, the others as inactive; ? = inconclusive; . = no result given.

SMILES | E-selectin induc | RAD54 branch | CASP6 VEID inh | RAD52 inh | ARNT-TACC3 inh | esBAF inh | ERp5 inh | PglD inh
O=[n+]1cc(-c2cccc3ccccc23)n([O-])c2c1CCC2 | . | -2.5 | . | . | -4.4 | -7.3 | . | -2.8
CCOc1ccc(C(C(=O)Nc2ccc(F)cc2)N(C(=O)Cn2nnc3ccccc32)C2CC2)cc1 (stereo unspecified) | . | 7.1 | -0.3 | -14.9 | -5.1 | 6.1 | 7.2 | -1.1
C[C@@H]1CN([C@H](C)CO)C(=O)c2cccc(NC(=O)C3CCOCC3)c2O[C@H]1CN(C)Cc1ccc(C(F)(F)F)cc1 | -12.6 | -10.0 | 0.8 | 5.7 | 1.7 | -0.6 | 1.2 | 2.7
Cn1nc(C(=O)NC2CCCc3ccccc32)ccc1=O (stereo unspecified) | -0.1 | . | 1.5 | -10.4 | -2.2 | . | 0.6 | .
CCSc1nc2sc3c(c2c(=O)n1-c1ccc(C)cc1)CCN(C)C3 | 0.1 | 28.9 | 2.7 | -0.7 | 11.7 | -1.1 | 2.1 | 1.7
CCc1ccc(CNC(=O)C2CC(=O)N(C3CCCC3)C2)cc1 (stereo unspecified) | . | 4.3 | -3.0 | -24.5 | -14.2 | -5.7 | 0.4 | -2.0
Cc1c(F)cccc1NS(=O)(=O)c1ccc2c(c1)c(=O)n(C)c(=O)n2C | . | -5.0 | -0.7 | 3.7 | 43.6 | -2.6 | 2.0 | 1.9
CSCCC(NC(=O)c1ccco1)C(=O)N1CC(C)OC(C)C1 (stereo unspecified) | 1.0 | 3.0 | 6.1 | -15.4 | -18.9 | -3.1 | -0.4 | 0.6
CCN(CC)S(=O)(=O)c1ccc(NC(=O)c2cccc3c2C(=O)N(CCOC)C3)cc1 | . | -4.1 | -0.2 | -10.3 | 0.5 | . | 3.0 | -4.6
CCC(C(=O)NC1CC(C)(C)NC(C)(C)C1)c1ccccc1 (stereo unspecified) | -0.3 | 0.2 | -2.1 | -2.9 | 1.2 | -6.7 | 2.5 | 2.6
CCc1cc2c(NCc3ccccc3)nc(C)nc2s1 | . | 2.4 | 1.0 | -5.4 | -8.0 | -7.9 | 0.0 | 0.3
CCCCN(C(=O)c1cccc(S(=O)(=O)N2CCN(C)CC2)c1)c1c(N)n(CCCC)c(=O)[nH]c1=O | ? | . | 0.8 | -12.2 | -0.7 | -5.0 | -20.7 | .
CC[C@H](C)[C@H]1CNC(=S)N1CC1CCN(CCC23CC4CC(CC(C4)C2)C3)CC1 | ? | 17.0 | -6.7 | -1.8 | 11.4 | 1.5 | -2.7 | -1.0
O=C(N/N=C/c1ccc([N+](=O)[O-])o1)c1ccc(NS(=O)(=O)c2cccs2)cc1 | -0.1 | 1.1 | 2.1 | -9.3 | -1.3 | -7.8 | 6.0 | -6.7
CCn1cc([N+](=O)[O-])c(C(=O)Nc2c(C)nn(Cc3cccc(F)c3)c2C)n1 | -0.5 | . | 0.0 | 4.5 | -5.5 | . | -0.5 | .
ONC(=Nc1ccc(Cl)cc1)c1ccccc1Cl | . | -21.5 | . | . | -2.4 | -5.7 | . | 0.7
Cc1ccccc1-c1ccc([C@H]2[C@H](CO)N3CCCCN(S(C)(=O)=O)C[C@@H]23)cc1 | -0.3 | 4.7 | -1.6 | -15.2 | 3.5 | -6.2 | -3.6 | 2.4
COC(=O)c1c(-c2ccc(OC)cc2)oc2ccccc12 | 0.7 | -8.0 | -1.0 | 5.2 | -8.0 | 4.4 | 3.1 | 1.6
CC(OC(=O)c1ccc(NC(=O)CC#N)cc1)C(=O)NC(=O)NC1CCCCC1 (stereo unspecified) | 0.2 | -11.8 | 1.0 | -43.7 | 2.4 | 1.6 | 5.0 | -12.1
Cc1ccc(S(=O)(=O)N(C)C[C@@H]2Oc3c(NC(=O)c4cnccn4)cccc3C(=O)N([C@@H](C)CO)C[C@@H]2C)cc1 | -0.3 | 4.8 | -1.2 | -14.3 | 15.0 | -3.3 | -4.5 | 3.8
CCOCCCNC(=S)N1CCN(Cc2ccco2)CC1 | . | . | -1.7 | 1.4 | -12.3 | . | 0.8 | .
C=CCn1c(SCC(=O)NCC2CCCO2)nc2scc(-c3ccc(OC)cc3)c2c1=O (stereo unspecified) | . | -2.0 | 3.2 | -15.3 | 6.2 | -1.6 | 3.4 | -1.2
COc1cc(C(=O)NCCCCc2ccccc2)cc(OC)c1OC | 0.2 | 2.1 | -2.1 | 5.1 | -0.3 | 0.9 | 2.0 | -3.2
O=C(CC1CC1)Nc1ccc2c(c1)[C@@H]1C[C@@H](CC(=O)N3CCc4ccccc4C3)O[C@H](CO)[C@@H]1O2 | 1.2 | 5.8 | -1.7 | -10.7 | -0.6 | 6.4 | 0.4 | -0.4
Cc1[nH]nc2nc(SCC(=O)NCCC3=CCCCC3)n(-c3ccc(Br)cc3)c(=N)c12 | 0.3 | 9.9 | -0.5 | -5.8 | -19.9 | -26.7 | -1.0 | 2.5
O=C(CC(C(=O)O)P(=O)(c1ccccc1)c1ccccc1)c1ccccc1 (stereo unspecified) | 0.6 | -12.5 | -0.8 | -12.7 | -1.1 | -0.4 | 3.5 | 7.2
COc1ccc(COCC(O)CN2CCCC(C(F)(F)F)C2)cc1 (stereo unspecified) | -0.1 | -3.9 | 0.7 | -6.8 | -6.9 | 11.0 | -13.4 | -2.8
Cc1c(C(=O)NCCn2ccc3ccccc32)cccc1[N+](=O)[O-] | -0.1 | -2.0 | -3.9 | -6.2 | 7.0 | 3.7 | 14.0 | -0.1
O=C1/C(=C/c2ccco2)SC(=S)N1CC1CCCO1 (stereo unspecified) | . | -18.0 | 61.1* | -144.3 | 27.9 | 17.5 | 8.2 | -7.8
O=C(NNC(=O)c1cc(Cl)ccc1O)c1cccc(S(=O)(=O)N2CCOCC2)c1 | . | -5.1 | 13.1 | -10.4 | 10.6 | 2.1 | 0.4 | -2.9
CC1=C(C)CC(C(=O)NNC(=O)c2cccc(Cl)c2)C(C(=O)O)C1 (stereo unspecified) | 0.4 | 0.9 | -2.9 | -13.7 | -1.4 | -7.9 | 2.7 | -5.0
COc1ccc2c3c([nH]c2c1)[C@H](CO)N(C(=O)Nc1ccc(F)cc1)CC31CCN(S(=O)(=O)c2cccs2)CC1 | 0.3 | . | -0.2 | 1.5 | . | . | 4.2 | .
CCCCOc1ccc(N(CC(=O)NC(C)(C)CC)C(=O)CCC(=O)Nc2ccccn2)cc1 | 6.0 | 5.6 | -0.7 | -15.6 | -0.2 | 3.5 | 2.4 | 0.9
CCOC(=O)C1CCN(C(=O)c2cccc(S(=O)(=O)NCc3ccccc3)c2)CC1 | -1.7 | 0.2 | -1.8 | 1.0 | -6.4 | -0.4 | -5.0 | -4.8
CC(C)NC(=O)N(C)C[C@@H]1OCCCC[C@@H](C)Oc2ccc(NC(=O)Cc3ccccc3)cc2C(=O)N([C@H](C)CO)C[C@@H]1C | 0.2 | 11.0 | -1.4 | -21.3 | -11.1 | . | 1.7 | 1.4
CN1c2ccc(-c3ccccc3F)cc2[C@@H]2[C@@H](CCN2C(=O)c2ccccn2)[C@H]1CO | 0.0 | -7.0 | -1.3 | -21.7 | 4.8 | 19.3 | -2.8 | -2.6
CC(=O)NCCc1cnc[nH]1 | . | -6.8 | -0.8 | -1.0 | 10.0 | -3.4 | 0.3 | -1.1
COc1ccc(-n2c(C)cc(C(=O)Cn3nnc4ccccc4c3=O)c2C)cc1 | . | -3.5 | . | . | 6.5 | 27.4 | . | 5.6
COCC(=O)Nc1ccc2c(c1)C(=O)N(C)C[C@H](OC)[C@H](C)CN[C@@H](C)CO2 | -0.2 | -23.0 | . | . | -21.0 | 0.8 | . | -3.3
C[C@H](CO)N1C[C@H](C)[C@@H](CN(C)S(=O)(=O)c2ccccc2)Oc2ccc(NC(=O)Nc3ccc(C(F)(F)F)cc3)cc2CC1=O | 0.5 | . | -2.0 | -10.1 | . | . | -3.2 | .
CCCC(=O)Nc1c2c(nn1-c1ccc([N+](=O)[O-])cc1)CS(=O)(=O)C2 | 0.4 | 8.6 | 0.7 | -20.4 | 3.1 | -3.3 | 2.2 | -3.1
CCNC(=O)C1(C)CCCN(C(=O)c2ccccc2Br)C1 (stereo unspecified) | 0.1 | 5.0 | -3.7 | 7.5 | . | 8.1 | 3.7 | 0.1
CN1c2ccc(-c3ccccc3)cc2[C@@H]2[C@@H](CCN2C(=O)c2ccc3c(c2)OCO3)[C@@H]1CO | 1.5 | 2.6 | -5.4 | -1.2 | 5.2 | 1.0 | -1.4 | 2.3
COc1ccccc1OCC(=O)NC1CCSc2ccccc21 (stereo unspecified) | . | 2.0 | -14.4 | -21.6 | -2.1 | 13.6 | 3.8 | -3.7
CC(=O)c1ccc(NC(=O)N2CCCC(C(=O)c3ccc4c(c3)OCO4)C2)cc1 (stereo unspecified) | . | -6.2 | -2.9 | -4.7 | 12.2 | . | 3.0 | -3.4
OC(C1=CC(=Cc2ccncc2)c2ccccc21)c1ccncc1 (stereo unspecified) | 0.7 | -5.7 | -0.2 | -9.2 | 8.0 | -3.5 | -0.4 | -7.7
C[C@@H]1CCCCO[C@@H](CN(C)C(=O)CCC(F)(F)F)[C@@H](C)CN([C@H](C)CO)C(=O)c2cc(NC(=O)Cc3ccccc3)ccc2O1 | 2.0 | 3.7 | -1.0 | 6.2 | -8.2 | 0.1 | -4.5 | -0.2
CC(=O)N1CCN(S(=O)(=O)c2cccc(C(=O)NCc3ccc(F)cc3)c2)CC1 | -0.1 | -6.3 | -3.2 | -8.1 | -12.6 | . | -1.5 | -17.9
Cc1csc(CNc2ncnc3ccc(-c4ccc5c(c4)OCCO5)cc23)c1 | -0.2 | -8.8 | -3.2 | 7.3 | 6.6 | 1.7 | -1.3 | 2.8
C[C@H]1CN([C@@H](C)CO)C(=O)c2cccc(NS(=O)(=O)c3cccs3)c2O[C@H]1CN(C)C | 0.2 | -3.6 | -1.5 | 8.7 | -2.2 | -2.0 | -2.4 | -3.0
COCCCN(CC(=O)Nc1ccc(N2CCOCC2)cc1)S(=O)(=O)c1ccccc1 | 0.0 | 8.9 | -2.1 | 10.9 | 1.6 | -1.3 | -2.5 | 1.2
CN(C(=O)COC(=O)c1cn(-c2ccccc2)nc1-c1ccccc1)C1CCS(=O)(=O)C1 (stereo unspecified) | -0.2 | -12.1 | -2.0 | 2.4 | -29.5 | 1.0 | 1.3 | 7.5
Cc1ccc(NC(=O)C2CCCN(c3cnccn3)C2)c(C)c1 (stereo unspecified) | . | 3.1 | -10.6 | -6.9 | 9.0 | -0.4 | 3.3 | -1.4
CN(C)CC(=O)N1CCCCN2[C@@H](CO)[C@H](c3ccc(/C=C/c4ccccc4)cc3)[C@@H]2C1 | -0.6 | 30.7 | -0.4 | 68.8* | 25.2 | -1.2 | 4.6 | 0.5
COc1ccccc1CNC(=O)c1cc(C(C)C)nc2ccccc12 | . | 1.6 | 1.2 | -7.1 | 5.8 | -4.4 | -3.8 | 2.0
C[C@H](NC(=O)C[C@H]1CC[C@H]2[C@@H](COc3ccc(NS(=O)(=O)c4ccc(Cl)cc4)cc3C(=O)N2C)O1)c1ccccc1 | 0.2 | 1.4 | 0.9 | 13.4 | -4.5 | 1.7 | 1.6 | -1.0
COc1ccccc1NC(=O)CN1CC(=O)Nc2ccccc21 | 12.3 | -10.3 | 1.8 | -25.3 | -1.8 | -5.1 | 2.7 | -2.1
O=C(/C=C/c1cccc(F)c1)NC1CCN(Cc2ccccc2)CC1 | 0.8 | 0.4 | 0.9 | -35.3 | 2.4 | -6.6 | -0.3 | 1.1

Bioassay records from PubChem.
